IMPase inh: membrane-permeable compound that blocks inositol monophosphatase. 120,000 tested, under 10 active. inhibition (IP1 accumulation), % at 46.1 µM. AID 901. P97697. CHO-M1 cells, IP1 accumulation, HTRF TR-FRET ratio; active = well fitted curve in the direction sought with a large enough effect in the signal ratio, not every such curve was filed as active; inconclusive = small, poorly fitted or top-dose-only effect, or a change in a side signal; inactive = no such curve, though single readings can be large or run the other way; the % refers to the signal ratio;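 also: cells stimulated with carbachol in lithium chloride buffer; plate controls were DMSO basal wells for no effect and reference inhibitor wells for full effect; higher means more IMPase inhibition seen as more IP1 and lower FRET ratio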
Target sequence (P97697 whole entry, looked up): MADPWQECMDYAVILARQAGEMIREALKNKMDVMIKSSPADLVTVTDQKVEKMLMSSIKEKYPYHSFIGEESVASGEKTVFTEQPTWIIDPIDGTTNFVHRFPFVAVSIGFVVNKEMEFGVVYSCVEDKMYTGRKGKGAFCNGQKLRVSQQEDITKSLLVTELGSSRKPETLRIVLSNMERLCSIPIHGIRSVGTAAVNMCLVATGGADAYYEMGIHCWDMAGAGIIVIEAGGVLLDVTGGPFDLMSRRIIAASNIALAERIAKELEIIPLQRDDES
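Seeded CHO-M1 cells were dosed with compound at up to 46 uM, stimulated with carbachol for 30 min, then lysed in IP-One detection reagents. Higher IP1 lowers the TR-FRET signal.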
12-hLO inh: 12-hLO (ALOX12) enzyme inhibition. purified 12-hLO, xylenol orange hydroperoxide absorbance. P18054. 150,000 tested, 0.12% active. AID 1452. Potency, µM (series often up to 57.1 µM), without a hit: top-dose activity change, negative = inhibition, actives largely listed as inhibitors; also: potency is read from the fitted curve at half-maximal effect; nearly all actives have a fitted effect of over 55% in size; many of its hits are not listed in these tables
Target sequence (P18054 whole entry, looked up): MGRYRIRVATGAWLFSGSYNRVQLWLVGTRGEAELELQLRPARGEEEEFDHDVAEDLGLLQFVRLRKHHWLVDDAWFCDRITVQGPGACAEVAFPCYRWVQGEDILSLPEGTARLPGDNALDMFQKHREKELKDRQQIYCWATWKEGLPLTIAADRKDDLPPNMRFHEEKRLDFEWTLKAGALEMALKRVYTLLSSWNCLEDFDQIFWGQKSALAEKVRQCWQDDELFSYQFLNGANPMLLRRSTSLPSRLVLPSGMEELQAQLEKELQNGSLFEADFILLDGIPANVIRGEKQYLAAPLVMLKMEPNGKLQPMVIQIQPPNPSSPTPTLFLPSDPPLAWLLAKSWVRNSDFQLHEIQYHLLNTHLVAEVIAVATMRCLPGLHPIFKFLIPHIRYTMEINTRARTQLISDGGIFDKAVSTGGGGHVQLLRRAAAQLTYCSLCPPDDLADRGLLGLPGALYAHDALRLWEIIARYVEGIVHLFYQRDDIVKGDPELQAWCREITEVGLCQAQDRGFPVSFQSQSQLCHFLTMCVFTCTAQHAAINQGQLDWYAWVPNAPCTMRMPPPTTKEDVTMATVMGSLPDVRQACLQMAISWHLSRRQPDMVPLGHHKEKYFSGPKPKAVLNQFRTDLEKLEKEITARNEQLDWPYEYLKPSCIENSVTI
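150 nM 12hLO, 25 mM Hepes pH 7.0 + 0.01% Triton X-100; cpd preinc 15 min RT; 40 uM arachidonic acid, 30 min RT; Fe-XO 30 min; A573/A405 ratio as read-out.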
PNC inhibitor: inhibitors of perinucleolar compartment assembly; PC3M PTB-GFP, PNC prevalence imaging, 16 h; stronger effect = lower value; activity change (PNC), negative = inhibition, % at 10 µM; 140,000 tested, 3.1% active; AID 2417;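 active = readout at or below -70, meaning at least 70% loss of cells showing the perinucleolar compartment, a nuclear body marking cancer cells; inconclusive = readout between -30 and a set limit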;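 also: plate controls were DMSO wells for no effect and camptothecin positive control wells for full effect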
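Compounds are pinned in duplicate onto adhered PC3M cells stably expressing GFP-tagged PTB and incubated 16 h at 37 C. Cells are then fixed, nuclei stained with Hoechst, and PNC-positive cells counted.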
ALOX15B inhib: 15-hLO-2 (ALOX15B) enzyme inhibition; O15296; purified 15hLO-2, xylenol orange hydroperoxide absorbance; Potency, µM (series often up to 57.1 µM), inactives show at the highest dose activity change, negative = inhibition, actives largely listed as inhibitors; 110,000 tested, 0.56% active; also: potency is read from the fitted curve at half-maximal effect; nearly all actives have a fitted effect of over 60% in size; many of its hits are not listed in these tables
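Enzyme 50 nM, AA 45 uM, 25 mM Hepes pH 7.5 + 0.01% Triton X-100; cpd preinc 15 min RT, rxn 90 min RT; stop/detect with 200 uM XO + 300 uM Fe(II) in 50 mM H2SO4, 30 min; A573/A405.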
An asterisk follows results filed as active; ? = inconclusive; . = no result given; [ ] = dose if it differs, or a comment. Unless noted, calls follow the shape of the dose curve; as a rule, active = well fitted curve in the direction sought with a large enough effect; inconclusive = small, poorly fitted or top-dose-only effect, or another doubt; inactive = no such curve, though single readings can be large; an effect the other way counts as inactive or inconclusive. Unless noted, % is scaled to controls: 0 for no effect and ±100 for the full control effect. Some of the compounds tested. The share of hits here may be higher or lower than overall.

Below each compound – ALOX15B inhib	12-hLO inh	IMPase inh	PNC inhibitor
CCOC(=O)C1=C(N)c2ccccc2CC1C(C)C (stereo not drawn)
→ 1%	2%	12	-6
COc1cc(/C=N\NC(=O)Cn2nnc3ccccc32)cc(OC)c1OC
→ 0%	-1%	12	11
Cc1nn(-c2ccccc2)c(C)c1NC(=O)c1ccc(S(=O)(=O)N2CCCC2)cc1
→ -2%	2%	0	6
O=C(CN1C(=O)NC2(CCOc3ccccc32)C1=O)Nc1ccc2c(c1)OCCO2 (stereo not drawn)
→ 3%	3%	0	5
CCc1ccc(OCc2nnc(SCC(=O)NCc3ccco3)o2)cc1
→ -3%	-1%	0	-25
COCCNC(=O)CN1CCC(NC(=O)Nc2ccc(C(F)(F)F)cc2)CC1
→ 9%[2.29 µM]	4%	12	9
CCN1CCN(C(=O)c2nn(-c3ccc(OC)cc3)c(=O)c3c2c2ccccc2n3C)CC1
→ .	0%	.	40
CC(C)NC(=O)C(Sc1ccccc1)c1ccccc1 (stereo not drawn)
→ -3%	0%	1	?
Cc1noc(C)c1S(=O)(=O)Nc1ccc(C(=O)N2CCCCC2)cc1
→ -1%	2%	-4	-19
Cc1ccc(S(=O)(=O)NC(C(=O)Oc2ccc3c(C)c(Cl)c(=O)oc3c2)c2ccccc2)cc1 (stereo not drawn)
→ .	-3%	-16	-111*
C/C(=C\C#N)n1nc(C)cc1N
→ 0%	4%	2	8
CCOc1ccc(C2C(C#N)=C(N)SC(N)=C2C#N)cc1OCC
→ ?	-21%	-23	34
COc1cccc(-c2csc(N3CCN(C(=S)Nc4ccccc4Cl)CC3)n2)c1
→ -5%	-12%	?	51
O=C(CCc1ccccc1)n1nc(-c2ccco2)nc1SCc1ccccc1
→ -10%	-3%	-10	?
CCOc1ccc(NC(=O)CC2C(=O)N(C)C(=S)N2Cc2ccc3c(c2)OCO3)cc1 (stereo not drawn)
→ .	-7%	4	66
OC(CN1CCOCC1)CN(c1ccccc1)c1ccccc1 (stereo not drawn)
→ 6%	3%	-3	-18
CCOC(=O)c1ccc(NC(=O)CSc2nccn2C)cc1
→ 4%	2%	?	36
COC(=O)CS(=O)(=O)c1nnc([C@H](Cc2ccccc2)NC(=O)OC(C)(C)C)o1
→ ?	-6%	20	?
OC1CCCN(Cc2ccc3c(c2)Cc2ccccc2-3)C1 (stereo not drawn)
→ 49%[activator]	5%	1	?
O=C1C(=O)c2c(C(=O)c3ccccc3)coc2-c2ccccc21
→ ?	-25%	13	5
CCOc1ccc(S(=O)(=O)N2CCCCC2)c2ccccc12
→ 0%	-11%	-1	42
Cc1ccc(-c2csc3nc[nH]c(=S)c23)cc1C
→ .	?	.	28
CN(C)CCCNC(=S)N1CCn2c(nc3ccccc32)C1
→ .	3%	.	34
Nn1c(Cc2ccccc2F)nnc1SCC(=O)N1CC(=O)Nc2ccccc21
→ .	2%	-9	-100*
C=CCn1c(SCC(=O)N2CCOCC2)nc(O)cc1=O
→ 0%	6%	9	47
CCc1ccccc1NC(=O)c1ccc(NCCc2ccccc2)c([N+](=O)[O-])c1
→ .	1%	0	-19
Nc1c(S(=O)(=O)O)cc(Nc2cccc(S(N)(=O)=O)c2)c2c1C(=O)c1ccccc1C2=O
→ ?	-21%[11.4 µM]	.	.
CCOC(=O)C1=C(O)CSC1=Nc1ccccc1
→ 2%	-1%	1	12
COC(=O)c1c(C(=O)OC)c2cccc3cc(-c4ccccc4)c4ccc1c4n32
→ -29%	-20%	9	8
Cc1c(C#N)c(=O)oc2ccc3ccccc3c12
→ -17%	0%	-9	-26

Three compounds out of the list, sorted by molecular weight, rising:
Below each compound – ALOX15B inhib	12-hLO inh	IMPase inh	PNC inhibitor
CC(C)NC(=O)C(Sc1ccccc1)c1ccccc1 (stereo not drawn)
→ -3%	0%	1	?
CCN1CCN(C(=O)c2nn(-c3ccc(OC)cc3)c(=O)c3c2c2ccccc2n3C)CC1
→ .	0%	.	40
Cc1ccc(S(=O)(=O)NC(C(=O)Oc2ccc3c(C)c(Cl)c(=O)oc3c2)c2ccccc2)cc1 (stereo not drawn)
→ .	-3%	-16	-111*

Other results
Below each compound – ALOX15B inhib	12-hLO inh	IMPase inh	PNC inhibitor
CCCn1c(SCc2ccccc2)nc2c1c(=O)[nH]c(=O)n2C
→ -16%	-3%	9	-17
Cc1cccc(C)c1NC(=O)CCCSc1nnc(-c2ccc(F)cc2)n1-c1ccccc1
→ .	1%	.	8
CCOCCCNC(=O)c1cc(Sc2ccc(F)cc2)nc2ccccc12
→ .	-1%	.	20
CCOc1ccccc1CNC(=O)c1cc2oc3ccccc3c2n1C
→ 9%	3%	3	22
Brc1ccc(-c2csc(N3CCC(c4ccccc4)C3)n2)cc1 (stereo not drawn)
→ -9%	8%	-3	29
COc1c2ccoc2cc2oc(C)cc(=O)c12
→ -3%	-2%	.	.
CCCSc1nc(C)c(CC(=O)OCC)c(=O)[nH]1
→ 1%	-1%	-12	13
Cc1cc(C)nc(SCCC(=O)Nc2ccccc2C)n1
→ -7%	2%	8	69
Cc1cccc(NC(=S)NCc2ccccn2)c1
→ -9%	-3%	-19	44
CCc1ccc2oc(-c3ccc(N)cc3)nc2c1
→ 12%	-11%	-3	17
O=C(CC(Nc1ccccc1Cl)C(=O)OCC(=O)c1cccs1)c1ccccc1 (stereo not drawn)
→ ?	-11%	12	-13
Fc1ccc(OCc2nn3c(Cn4nnc5ccccc54)nnc3s2)cc1
→ -12%	-10%	13	24
CC(=O)NC1Sc2ccccc2N=C1c1ccccc1 (stereo not drawn)
→ -26%	-28%	2	9
CCOc1cccc(C(=O)Nc2nc(-c3ccc(S(=O)(=O)N4CCOCC4)cc3)cs2)c1
→ 5%	3%	6	-6
Cc1c(-c2ccccc2)[n+](=O)c(-c2ccco2)c(C)n1[O-]
→ -2%	0%	?	12
O=[N+]([O-])c1cccc(/C=N/Nc2nnc(-c3ccccc3)c(-c3ccccc3)n2)c1
→ .	0%	16	-18
O=C(NCC(=O)N(Cc1ccco1)C(C(=O)NC1CCCC1)c1cccnc1)c1cccs1 (stereo not drawn)
→ -1%	4%	7	-14
O=C1c2ccccc2C(=O)N1C/C=C/c1ccccc1
→ 7%	3%	-1	4
Cc1cc(C)c(C)c(N=Nc2nc3ccccc3n2C)c1C
→ .	-6%	13	-2
COc1ccc(CNC(=O)C(C)NC(=O)c2cc3ccccc3o2)cc1 (stereo not drawn)
→ -5%	-9%	4	-24
Cc1noc(NS(=O)(=O)c2ccc(NC(=O)c3cnc4scc(C)n4c3=O)cc2)c1C
→ -2%	1%	3	23
Clc1ccccc1OCCCCn1ccnc1
→ 46%[activator]	12%	5	26
O=C(CSc1nnc(-c2ccncc2)n1-c1ccc(Cl)cc1)NCc1cccs1
→ -3%	-1%	2	37
O=C(NC(NC(=S)Nc1ccc(Cl)c(Cl)c1)C(Cl)(Cl)Cl)c1ccco1 (stereo not drawn)
→ ?	?	10	6
COc1ccc(-n2c(SCCC#N)nnc2-c2cc(Cl)ccc2OC)cc1Cl
→ -10%	-17%	-15	2
CCOc1cc(/C=N/O)cc(Br)c1OC
→ 2%	-4%	7	32
C=CCn1c(=O)c2c(C)c(C)sc2n2c(Nc3ccc(OC)cc3)nnc12
→ ?	-12%	1	31
CC(OC(=O)CCCc1nc2ccccc2s1)C(N)=O (stereo not drawn)
→ 3%	8%	0	9
Cc1cc(-n2nnc3ccccc32)nc2ccccc12
→ 3%	0%	16	54
Cc1ccc(-n2cccc2/C=C2/C(=N)N3C(=NC2=O)SN=C3S(C)(=O)=O)cc1Cl
→ .	-8%	-10	0

Whole records from above. Order of values: ALOX15B inhib, 12-hLO inh, IMPase inh, PNC inhibitor
CC(=O)NC1Sc2ccccc2N=C1c1ccccc1 (stereo not drawn) is entered as -26%, -28%, 2, 9
CCOC(=O)c1ccc(NC(=O)CSc2nccn2C)cc1 is entered as 4%, 2%, ?, 36

(further entries)
Below each compound – ALOX15B inhib	12-hLO inh	IMPase inh	PNC inhibitor
CC1(C)OC2CO[C@]3(COS(N)(=O)=O)OC(C)(C)OC3C2O1 (stereo partly drawn)
→ -5%	3%	.	.
Cc1sc2nc(SCc3nc(-c4cccs4)no3)n(-c3ccccc3)c(=O)c2c1C
→ -21%	0%	0	?
C=CCNC(=O)c1ccc(Sc2ccccc2)c([N+](=O)[O-])c1
→ -10%	-10%	?	-18
CCCCOc1cccc(C(=O)NNC(=S)NC2CCCCC2)c1
→ .	?	-4	?
CS(=O)(=O)N(CC(=O)Nc1ccc2c(c1)OCCO2)Cc1ccc(Cl)cc1
→ 0%	-7%	5	?
Cc1cccc(OCCSc2nc3c([nH]2)c(=N)ncn3Cc2ccccc2)c1
→ .	2%	-4	-6
CCCCCCC(=O)Nc1c2c(nc3ccccc13)N(C)CC2
→ 11%	3%	4	7
FC(F)(F)c1nc2ccccc2nc1N/N=C/c1c(Cl)cccc1Cl
→ 11%[11.4 µM]	2%	-6[1.84 µM]	13
O=c1cc(N2CCN(Cc3ccccc3)CC2)[nH]c(=O)n1Cc1ccc(F)cc1
→ 0%	-5%	-2	32
CN(C)C(/C=C/Nc1ccc(F)cc1)=C(C#N)C#N
→ -10%	-6%	7	26
Cc1ccc(C(=O)Nc2nc(=O)n(C(=O)CC(C)C)s2)cc1
→ -7%	-5%	4	20
CCOC(=O)C(NC(=O)CC)(Nc1ccccc1)C(F)(F)F (stereo not drawn)
→ .	0%	.	48
CCc1nnc(NC(=O)CSc2nnc(-c3ccc(S(=O)(=O)N(CC)CC)cc3)n2CC)s1
→ 10%	3%	-1	0
CCCCOCCCNC(=O)CN1C(=O)c2ccccc2C1=O
→ 1%	6%	1	32
Nc1ccn([C@@H]2O[C@H](CO)[C@@H](O)[C@@H]2O)c(=O)n1
→ .	-3%	.	?
CC1(C)CC2CC(C)(CN2S(=O)(=O)c2ccc(C(=O)Nc3ccc(Cl)c(S(=O)(=O)N4CCOCC4)c3)cc2)C1 (stereo not drawn)
→ 10%	4%	-11	106
CC(=O)Nc1ccc(NC(=O)C2CCCN(c3nnc(-n4cccc4)s3)C2)cc1 (stereo not drawn)
→ -6%	0%	-10	?
COc1ccc(N2C(=O)CSC2c2ccncc2)cc1 (stereo not drawn)
→ 1%	5%	13	-30
COc1ccc(NC(=O)N2CCCC3(CCN(S(C)(=O)=O)CC3)C2)cc1
→ -2%	-1%	.	.
CCCn1c(N)c(Sc2ccccc2)c(=O)n(CCC)c1=O
→ -1%	-5%	2	-29
OC[C@@H]1O[C@@H](O)[C@H](N=Cc2ccc3c(c2)OCO3)[C@@H](O)[C@@H]1O
→ -3%[11.4 µM]	4%[11.4 µM]	.	.
CN(c1ccccc1)S(=O)(=O)c1ccc(NC(=O)c2ccccc2)cc1
→ .	1%	.	-8
CCCCCC(=O)N1CC2(C)CN(C(=O)CCCCC)CC(C)(C1)C2=O
→ 0%	-3%	-2	69
COc1ccc(CCNC(=O)c2nc3ncccn3n2)cc1OC
→ -1%	3%	0	-107*
CC1CN(C(=O)C2CCCCC2)C(C)CN1C(=O)C1CCCCC1 (stereo not drawn)
→ 5%	-1%	-4	?
CC[C@@H]1O[C@]2(C=C[C@@H]1C)C[C@H]1C[C@H](CC=C(C)[C@@H](O[C@@H]3C[C@H](OC)[C@H](O[C@@H]4C[C@H](OC)[C@H](O)[C@H](C)O4)[C@H](C)O3)[C@@H](C)C=CC=C3CO[C@@H]4[C@@H](O)C(C)=C[C@@H](C(=O)O1)[C@]34O)O2
→ -1%[25.6 µM]	2%[25.6 µM]	6[20.6 µM]	.
COc1ccc(-c2cc(C(F)(F)F)nc(N3CCCCC3)n2)cc1OC
→ 17%	-6%	1	-12
O=C(CSc1n[nH]c(-c2ccncc2)n1)NC1CCS(=O)(=O)C1 (stereo not drawn)
→ 3%	-7%	9	10
COc1ccccc1OC(=O)c1cc(Cl)nc2ccccc12
→ 10%	-2%	3	24
COc1ccc(/C=N/Nc2cc(C)nc(N)n2)cc1
→ .	3%	.	-6
COc1cccc(CN2CCN(S(=O)(=O)c3ccc(Br)cc3)CC2)c1
→ 30%	-7%	0	-2

Assay outcomes as filed in PubChem.
